DAGLB inhibitor = diacylglycerol lipase beta (human) inhibition; inhibition, % at 5.17 µM; 340,000 tested, 0.059% active; HEK293T DAGLB membrane lysate, EnzChek fluorogenic substrate; in the data active = inhibition above about 34%;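 note: 0% = enzyme with vehicle and 100% = wells lacking enzyme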
PKA-R2B activ = activates the human PKA-R2B holoenzyme complex; P22694+P31323; PKA-R2B holoenzyme dissociation, Cy5-IP20 fluorescence polarization; R2B truncated from residue 108, S112A mutant; 0% DMSO only, 100% 113 µM cGMP; activation, % at 11.4 µM; 340,000 tested, 0.079% active; AID 504700;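 active = activation above a cutoff set at the mean over all compounds plus 3 SD, cut at about 18% in these data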;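 note: higher means more holoenzyme dissociation and a rise in polarization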
OPRM1-OPRD1 ag = OPRM1-OPRD1 heterodimerization agonism | activation, % at 9.3 µM | 340,000 tested, 0.3% active | cells, luminescence; in the data active = activation above about 18%;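 note: 0% = vehicle-treated cells and 100% = reference agonist; values of inactives mirror those of a sister screen read the other way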
PKA-R1A act = activators of PKA-R1A complex | activation, % at 11.4 µM | P00514+P68181 | AID 504707 | PKA-R1A dissociation, Cy5-IP20 fluorescence polarization; scaled: DMSO 0%, 113 µM cGMP 100% | 340,000 tested, 0.083% active;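 active = percent activation above the mean of all tested compounds plus 3 SD, cut at about 19% in these data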;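 note: higher means more PKAc released from R1A so a rise in polarization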
V-ATPase pH = regulators of yeast V-ATPase proton transport; AID 504577; 350,000 tested, 0.37% active; response, % at 10 µM; S. cerevisiae, pHLuorin cytosolic pH fluorescence; in the data active = response mostly above about 7.3%, no sharp cut-off; inactive = mostly below about 5.4%; note: actives read high; inactives centre near 0; some compounds called inactive have numbers as strong as hits; reference of the scale not given here
MOR-DOR inv ag = inverse agonists of human mu-delta opioid receptor heterodimerization | P35372+P41143 | cell-based MOR-DOR heterodimer luminescence, inverse agonism | inhibition, % at 9.3 µM | 340,000 tested, 0.21% active | AID 504357; in the data active = inhibition above about 22%, passing the limit was not always enough;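 note: 0% = cells with DMSO and 100% = wells without cells with DMSO; values of inactives mirror those of a sister screen read the other way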
DSG3 Ab inh = human desmoglein-3 autoantibody binding inhibition | P32926 | 310,000 tested, 0.48% active | binding (percent of control), % at 10 µM | AID 588358 | DSG3-coupled beads, scFv-anti-DSG3-GFP binding, flow cytometry; hits give low values;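 active = binding more than 3 SD below its plate's average and above zero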;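 note: hits lower antibody fragment binding to DSG3; some compounds called inactive have numbers as strong as hits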
Target sequence (P32926 whole entry, looked up, the tested form may be a part): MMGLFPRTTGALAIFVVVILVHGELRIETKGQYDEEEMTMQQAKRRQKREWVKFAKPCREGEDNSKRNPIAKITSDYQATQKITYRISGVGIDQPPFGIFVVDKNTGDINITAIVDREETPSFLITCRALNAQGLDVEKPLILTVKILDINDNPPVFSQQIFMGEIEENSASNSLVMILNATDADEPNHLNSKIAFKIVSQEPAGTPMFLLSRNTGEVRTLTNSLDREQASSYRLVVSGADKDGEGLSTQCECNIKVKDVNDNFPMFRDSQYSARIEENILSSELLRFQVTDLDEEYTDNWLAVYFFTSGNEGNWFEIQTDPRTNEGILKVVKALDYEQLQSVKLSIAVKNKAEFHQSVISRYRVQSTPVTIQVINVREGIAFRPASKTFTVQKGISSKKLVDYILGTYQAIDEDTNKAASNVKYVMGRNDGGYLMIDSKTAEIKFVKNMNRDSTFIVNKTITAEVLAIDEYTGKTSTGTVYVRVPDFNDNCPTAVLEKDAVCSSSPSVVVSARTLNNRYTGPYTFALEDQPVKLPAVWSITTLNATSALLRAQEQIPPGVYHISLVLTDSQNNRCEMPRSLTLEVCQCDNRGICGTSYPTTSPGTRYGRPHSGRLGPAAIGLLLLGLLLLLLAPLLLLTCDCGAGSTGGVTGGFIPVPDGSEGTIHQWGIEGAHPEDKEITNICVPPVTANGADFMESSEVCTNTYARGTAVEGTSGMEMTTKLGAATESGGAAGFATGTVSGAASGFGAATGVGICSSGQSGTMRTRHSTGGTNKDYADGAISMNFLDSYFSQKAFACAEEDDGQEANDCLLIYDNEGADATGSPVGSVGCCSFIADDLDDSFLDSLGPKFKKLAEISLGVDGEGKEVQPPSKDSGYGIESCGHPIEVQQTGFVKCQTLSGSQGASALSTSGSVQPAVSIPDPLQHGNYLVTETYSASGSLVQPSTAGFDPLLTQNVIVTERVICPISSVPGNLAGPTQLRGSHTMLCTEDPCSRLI
HTR5A ag ctr = counter-screen for OPRM1-OPRD1 agonists: human HTR5A agonism; activation, % at 9.3 µM; 340,000 tested, 0.61% active; P47898; HTR5A agonist assay, luminescence, cell-based; AID 504692; in the data active = activation mostly above about 9.5%, no sharp cut-off; inactive = mostly below about 7.6%;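 note: 0% = cells with vehicle only and 100% = reference agonist; strong numbers were not always called active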
HTR5A inv ag = HTR5A inverse agonism, opioid heterodimer counter-screen; 340,000 tested, 0.083% active; AID 504634; P47898; inhibition, % at 9.3 µM; HTR5A cell line, luminescence; in the data active = inhibition mostly above about 23%, no sharp cut-off; inactive = mostly below about 18%;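 note: 0% = cells with DMSO and 100% = no-cell wells with DMSO; some compounds called inactive have numbers as strong as hits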
Arr AP2 block = inhibitors of human beta-arrestin and AP2 interaction; FITC-arrestin peptide / GST-AP2 beads, flow cytometry; AP2 beta2 appendage carries R879A mutation; inhibition, % at 10 µM; 340,000 tested, 0.31% active; AID 504490;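 active = inhibition above a set limit, near 3 SD of compounds lacking own fluorescence, cut at about 54% in these data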;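 note: plate controls were DMSO wells for no effect and 5 µM unlabelled arrestin peptide for full effect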
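System: GST-AP2 R879A glutathione beads | Also added: FITC-arrestin peptide, 50 nM | Times: 12 min plus 1 h, RT | Signal: Bead flow cytometry, FITC channel | Buffer or medium: PBS with 0.05% Tween 20 and 0.1% BSA | Read-out basis: Percent drop in bead-associated FITC signal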
Starred values were filed as active, the others as inactive; nt = not tested or not shown; & = joins results of further samples.

SMILES	DAGLB inhibitor	PKA-R2B activ	OPRM1-OPRD1 ag	PKA-R1A act	V-ATPase pH	MOR-DOR inv ag	DSG3 Ab inh	HTR5A ag ctr	HTR5A inv ag	Arr AP2 block
CCOC(=O)c1nc(-c2ccccc2)sc1C(C)=O	-1	-5	-1.0	-7	5	5	110	2	-2	-10
Cc1ccc(S(=O)(=O)/C(C#N)=C/c2c(N3CC(C)OC(C)C3)nc3ccccn3c2=O)cc1 (stereo not drawn)	2	-7	-3.5	1	-2	17	94	-3	0	18
COC(=O)c1ccccc1NC(=S)NC(NC(=O)c1ccco1)C(Cl)(Cl)Cl (stereo not drawn)	4	2	-0.7	-7	-1	4	121	-3	22	-1
CCOc1ccc(S(=O)(=O)N2CCN(C(=O)COc3ccc(Br)cc3)CC2)cc1	-4	6	3.1	7	0	-13	nt	4	-12	2
O=C(COc1ccc(Cl)cc1)NCc1nnc(SCC(=O)Nc2ccccc2F)o1	1	-7	1.9	-15	nt	-14	106	-3	5	3
CCOC(=O)c1c(C)oc2c1c(CN1CCN(C(=O)OCC)CC1)c(O)c1ccccc12	6	-13	9.1	-8	3	-54	99	12	-32	1
Cc1ccc(NC(=O)C(C)OC(=O)COc2cccc(C(F)(F)F)c2)cc1S(=O)(=O)N1CCOCC1 (stereo not drawn)	0	-7	3.8	-22	3	-15	100	-4	-10	32
Cc1cccc(OCC(=O)Nc2cccc(C(=O)NCC(C)C)c2)c1	2	-9	-2.1	-10	-1	11	108	4	3	-7
COc1cc(C2=NOC(C(=O)Nc3ccc(C(C)=O)cc3)C2)cc(OC)c1OC (stereo not drawn)	-1	-5	3.7	2	0	-20	79*	2	6	10
NC(=O)C(NN=C(c1ccccc1)c1ccccc1)c1ccccc1 (stereo not drawn)	-5	7	nt	7	-4	nt	94	nt	nt	nt
COc1ccc(C(=O)NCCN2CCCC2)cc1OC	1	1	-2.1	-7	-6	11	nt	0	0	1
CCOC(=O)c1[nH]c(COC(=O)c2ccccc2NC(=O)c2ccco2)c(C(=O)OCC)c1C	0	-1	-1.7	-5	1	10	nt	-4	-2	-8
Cc1ccc(S(=O)CCNC(=O)Cc2ccccc2)cc1 (stereo not drawn)	-4	0	-1.0	-3	2	5	98	2	16	0
COc1ccc(NC(=O)C/C(C)=N/NC(=O)c2ccccn2)c(OC)c1	0	-3	-2.0	-2	-2	11	107	-5	12	6
C/C(=C1/SC(N2CCOCC2)=NC1=O)c1ccc(Cl)cc1	0	-9	0.6	-2	-5	-4	105	3	-13	3
O=C(CCCn1cnc2ccccc2c1=O)Nc1ccccc1F	-3	1	-1.8	-4	-1	9	98	3	-12	8
Brc1ccc(-c2nnc3sc(CN4CCC5(CC4)OCCO5)cn23)cc1	-3	-8	-3.6	-3	4	19	91	5	3	-4
CC1CCN(C(=O)Cn2c3ccccc3c3nc4n(c(=O)c32)CCS4)CC1	-1	-5	-2.2	-11	4	12	nt	-1	6	-11
COc1ccccc1-n1c(SCC(N)=O)nc2sc3c(c2c1=O)CCC3	2	7	-3.0	-5	2	15	96	3	-9	8
CCN1CCN(C(c2cccc(OC)c2OC)c2nnnn2Cc2ccco2)CC1 (stereo not drawn)	-1	5	-2.9	-7	-4	16	97	-1	4	4
COCCOc1ccc(C(F)(F)F)cc1NC(=O)COC(=O)C1=COCCO1	2	10	-0.6	-5	-7	4	100	1	-15	7
COC(=O)c1ccc(CSc2nncn2C)cc1	-3	-5	2.8	-7	-1	-15	108	2	-1	2
Cc1ccc(C(=O)C2CCN(CC(=O)NCc3ccc(F)cc3)CC2)cc1	-1	2	-0.9	3	3	5	126	1	-9	-13
NS(=O)(=O)c1ccc(O)c(N2C(=O)c3cccc4c(C(=O)O)ccc(c34)C2=O)c1	1	4	-0.1	1	2	0	81	-1	4	17
Cc1cc(S(=O)(=O)Nc2ccc(C(=O)NCC(C)(C)N3CCOCC3)cc2)ccc1F	2	-8	-1.3	-9	-1	5	107	-5	13	14
C=CCNC(=O)CSc1nc2scc(-c3ccco3)c2c(=O)n1CC=C	4	-10	-1.9	-9	-1	10	96	1	-3	-2
COc1ccc2ccccc2c1CNCCCN1CCOCC1	1	2	0.2	-3	0	-1	113	2	-4	-3
CCC(CC)C(=O)N1CC(=O)Nc2ccc(Br)cc2C1c1ccccc1 (stereo not drawn)	-2	-17	0.1	-11	-3	0	101	-3	9	3
CCOc1ccccc1NC(=O)c1cccc2c1C(=O)N(C1CCCCC1)C2	-6	0	-1.1	0	-3	6	98	-4	-1	19
Cc1ccc(-c2nc(CNC(=O)c3cc(C)on3)cs2)cc1	-4	7	-2.0	-5	0	11	nt	3	5	-22
COc1ccccc1Nc1nc(C)cc(C)c1C(N)=O	0	-3	0.5	-4	14	-3	101	4	-8	25
CN(CC(=O)Nc1ccc(F)c(F)c1F)C(=O)CCN1C(=O)C2CC=CCC2C1=O (stereo not drawn)	2	1	nt	0	nt	nt	100	nt	nt	nt
COc1cc(NS(=O)(=O)c2ccc(NC(=S)NC(=O)/C=C/c3ccc(F)cc3)cc2)ncn1	1	-8	-2.0	-4	4	10	89	-1	-1	12
O=C(Nc1ccccc1)Nc1cccn(Cc2c(F)cccc2Cl)c1=O	3	-15	2.6	-6	2	-12	103	-2	6	-7
CCCCc1nc2ccccc2n1Cc1nnc2n1-c1ccccc1SC2	2	-5	1.2	-3	2	-7	107	-7	-12	9
COc1ccc(C2CC(c3ccccc3)=NN2C(=O)COC(=O)c2ccc(S(C)(=O)=O)cc2)cc1 (stereo not drawn)	2	-6	0.2	-4	2	-2	99	-3	8	-8
O=C(CNc1cccc([N+](=O)[O-])c1)N/N=C/c1ccc([N+](=O)[O-])o1	1	0	3.5	-1	2	-17	100	2	-6	2
O=C(N/N=C/c1ccco1)c1ccc(NC(=O)c2ccccc2Cl)cc1	2	-9	-1.7	-5	0	10	102	1	-2	4
O=C(c1cc(COc2ccc(F)cc2Cl)on1)N1CCc2sccc2C1	-6	2	5.1	-2	-1	-25	101	-1	21	2
COc1ccc(CCNC(=O)COC(=O)c2ccccc2NCCO)cc1OC	-4	-4	-3.4	4	-2	18	106	1	-2	39
CCOCCCNC(=O)c1cccc(NC(=O)C2=C(C)OCCS2)c1	0	0	-1.1	3	-3	5	96	-4	13	-2
CC(C)C[C@H](NC(=O)NCc1ccc(Cl)cc1)C(=O)O	3	-13	-1.3	-7	6	7	102	-4	10	6
COc1ccccc1-c1nnc(SCC(=O)c2ccc(C3CCCCC3)cc2)n1Cc1ccco1	-5	-7	-0.9	-2	-4	5	110	-4	-17	5
COc1cccc(NC(=O)Cn2cnc3c(oc4nc5c(cc43)CCCC5)c2=O)c1	0	6	-2.7	-6	-1	14	95	3	2	21
CC(C)c1ccc(CNc2ccc3c(c2)ncn3C)cc1	5	-13	-1.8	-6	0	8	103	-1	5	8
CCCNc1c(NS(=O)(=O)c2ccc(C3CCCCC3)cc2)c(=O)oc2ccccc12	-3	2	-2.8	7	-5	14	94	0	-4	18
CCc1c(C)c2c(C)nn(-c3ccccc3)c2oc1=O	-10	-11	0.7	-5	5	-4	nt	4	12	-6
CC(C)NC(=O)CN(C(=O)CCC(=O)Nc1nccs1)c1ccc2c(c1)OCO2	2	-4	-0.7	0	1	4	106	-5	11	-4
OCCNc1nc(Nc2ccccc2Cl)nc(N2CCCC2)n1	1	-11	-0.8	4	3	4	103	1	2	1
O=C(Nc1cccnc1Cl)c1cccs1	0	-9	-0.8	-5	-3	6	nt	6	-1	-2
(further entries)
SMILES	DAGLB inhibitor	PKA-R2B activ	OPRM1-OPRD1 ag	PKA-R1A act	V-ATPase pH	MOR-DOR inv ag	DSG3 Ab inh	HTR5A ag ctr	HTR5A inv ag	Arr AP2 block
Cc1ccc(S(=O)(=O)C2CCCCC2=O)cc1 (stereo not drawn)	0	-15	-0.4	1	0	3	105	-1	3	-6
CCc1nc(N2CCN(C(=O)c3ccccc3)CC2)c2c3c(sc2n1)CCCC3	-2	-6	6.3	-13	4	-31	124	-1	3	-6
O=C(CCCC(=O)N(CC(=O)NC1CCCC1)C1CCCC1)Nc1ccccn1	1	1	-3.6	0	8	20	110	-12	32	6
CCOC(=O)NC(=S)c1ccc[nH]1	-2	-1	-3.6	-10	4	23	85	0	-6	18
CCOC(=O)Cn1c(-c2cccnc2Cl)nc2ccccc21	0	3	-1.5	6	-6	8	94	0	1	25
Cn1cc(Cc2ccccc2)c(=O)c(Cc2ccccc2)c1	0	-4	-3.3	-2	0	17	94	-2	8	-2
O=C(Nc1ccccc1)OCCCc1ccccc1	-12	2	3.5	-9	2	-18	103	1	-3	8
CCOC(=O)[C@H](CCc1ccccc1)N[C@@H](C)C(=O)N1CCC[C@H]1C(=O)O	0&2	-5&-1	0.0&0.2	-1&-2	-5&-5	0&-1	109&116	5&7	-3&-9	5&0
Cc1c(C#N)c(N)c(C(=O)c2ccccc2)n1Cc1ccccc1	1	7	0.1	-3	6	-1	101	7	-17	-2
O=c1[nH]cnc2c1c(-c1ccccc1)cn2-c1cccc(Cl)c1	6	4	5.4	13	0	-28	78	10*	-21	-7
CCCCC(=O)Nc1cc([N+](=O)[O-])ccc1Cl	-4	-2	0.7	4	5	-4	95	5	-6	-10
CCn1c(=O)cc(OCC(=O)O)c2ccccc21	-1	5	-1.4	-14	-2	7	100	-1	3	1
O=C(COC(=O)COc1ccc2ccccc2c1)Nc1cc(C(F)(F)F)ccc1N1CCOCC1	-5	-2	2.8	-2	0	-20	106	0	3	12
Cc1nn(-c2ccccc2)c2c1c(C)c(CCC(=O)N1CCOCC1)c(=O)n2C	1	6	-1.0	-4	-1	5	89	-2	-12	11
O=C(COc1ccc(C(F)(F)F)cc1[N+](=O)[O-])Nc1cccc(C(F)(F)F)c1	0	-10	2.1	-3	6	-15	104	-2	-3	0
CC1(C)Oc2ccc(C(=O)NC3CC3)cc2N(CC(=O)N2CCOCC2)C1=O	1	2	0.1	-10	0	-1	98	4	-12	12
CCC1CCC(C(=O)NC(CCSC)C(=O)NCCN(CC(C)C)CC(C)C)CC1 (stereo not drawn)	-1	3	-1.2	-6	-3	6	102	-2	7	11
S=c1[nH]nc(-c2ccco2)n1-c1ccc(Br)cc1	-1	7	-1.3	2	3	7	100	-3	-25	-4
O=C(Nc1ccncc1)c1ccccc1[N+](=O)[O-]	2	-1	-0.7	-1	1	4	100	0	1	11
O=C1CCCC2=C1C(c1cccs1)CC(=O)N2c1ccc(F)cc1 (stereo not drawn)	0	6	-1.4	-8	-6	7	113	3	-7	4
O=c1[nH]cnc2c1ncn2-c1ccc(Cl)cc1	0	-11	-1.5	5	0	8	97	6	-24	-22

Full records, quoted from the list. Values in the order: DAGLB inhibitor	PKA-R2B activ	OPRM1-OPRD1 ag	PKA-R1A act	V-ATPase pH	MOR-DOR inv ag	DSG3 Ab inh	HTR5A ag ctr	HTR5A inv ag	Arr AP2 block
CCOc1ccc(S(=O)(=O)N2CCN(C(=O)COc3ccc(Br)cc3)CC2)cc1 as listed: -4	6	3.1	7	0	-13	nt	4	-12	2
CCc1nc(N2CCN(C(=O)c3ccccc3)CC2)c2c3c(sc2n1)CCCC3 as listed: -2	-6	6.3	-13	4	-31	124	-1	3	-6

Screening data as filed in PubChem.
